GPR55 activation = GPR55 agonists via beta-arrestin recruitment, primary screen, imaging, U2OS cells, beta-arrestin-GFP redistribution (AID 1961) | U2OS GPR55 beta-arrestin-GFP redistribution imaging; higher % means a stronger effect | activation, % at 10 µM, or EC50 in µM where a hit was titrated | 290,000 compounds, 0.048% hits;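 active means activation above 40% with more than 50 cells counted in the well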;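 further: U2OS osteosarcoma cells stably expressing GPR55 and beta-arrestin-GFP; plate controls were DMSO negative control for no effect and LPI positive control for full effect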
Yfh1-depleted yeast = enhancers of respiration in Yfh1-depleted yeast, dose response, Friedreich's ataxia, plus single-dose screen (AID 1465); S. cerevisiae Yfh1-off respiration, WST-1 reduction, 72 h; higher fold induction means a stronger effect; 220,000 compounds, 0.074% hits; fold induction at 50 µM, or EC50 in µM where a hit was titrated;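 active means fold induction of absorbance versus untreated yeast above a set limit, then at least 30% activation at any dose in follow-up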;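 further: activators that raise dye reduction in frataxin-depleted yeast; strong numbers were not always called active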
NOD2 inhibition = inhibition of NOD2-driven NF-kB reporter – cell-based, luminescence, uHTS, HEK293 (AID 1566); HEK293 NOD2/NF-kB luciferase reporter, luminescence; higher % means a stronger effect; inhibition, % at 4 µM, or EC50 in µM where a hit was titrated; 290,000 compounds, 0.63% hits; further: many of its hits are not listed in these tables
CSM14.1 death rescue = protection against thapsigargin-triggered cell killing – 384-well, CSM14.1, ATP luminescence, primary screen (AID 1222); one-dose cellular ATP content (survival), % at 20 µM; EC50 in µM for titrated hits; 190,000 tested, under 10 active; CSM14.1 thapsigargin-induced death rescue, ATP luminescence; higher % means a stronger effect;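 active means EC50 below 50 µM in the dose-response confirmation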;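 further: death triggered by thapsigargin at about 15 µM added after 2 h compound pretreatment; cell ATP read after overnight thapsigargin exposure of roughly 18 to 22 hours; normalized against plate controls of thapsigargin alone and 5% DMSO vehicle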
NTR1 agonist = NTR1-driven beta-arrestin-GFP spot formation – imaging, U2OS cells, high content, primary screen (AID 493036); P30989; agonist mode; activation, % at 20 µM; 330,000 compounds, 0.17% hits;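 active means activation at or above 40% of the spot to cytoplasm intensity ratio, with at least 20 cells analyzed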;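 further: 0% = DMSO without peptide and 100% = 100 nM NTR1 peptide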
Target sequence (P30989 whole entry, looked up): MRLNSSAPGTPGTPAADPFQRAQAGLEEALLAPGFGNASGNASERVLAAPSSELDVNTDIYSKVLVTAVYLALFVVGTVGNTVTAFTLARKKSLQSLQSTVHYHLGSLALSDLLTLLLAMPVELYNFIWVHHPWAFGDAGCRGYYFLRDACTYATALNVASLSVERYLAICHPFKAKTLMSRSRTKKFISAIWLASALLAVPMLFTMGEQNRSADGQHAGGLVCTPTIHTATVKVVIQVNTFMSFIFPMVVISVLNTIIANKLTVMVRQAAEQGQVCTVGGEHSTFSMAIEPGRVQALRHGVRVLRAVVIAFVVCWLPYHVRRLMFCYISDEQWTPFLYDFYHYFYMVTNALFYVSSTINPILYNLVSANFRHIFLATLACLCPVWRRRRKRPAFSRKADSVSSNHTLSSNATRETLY
KOR beta-arrestin-1 = KOR antagonists, beta-arrestin recruitment, cell-based, luminescence, uHTS (AID 1778) | KOR beta-arrestin recruitment, luminescence, antagonist mode; higher % means a stronger effect | one-dose inhibition, % at 10 µM; IC50 in µM for titrated hits | 290,000 compounds, 0.091% hits; further: strong numbers were not always called active
TNAP activators = human TNAP enzyme activators, primary screen, biochemical, luminescent, no phosphate acceptor, uHTS (AID 1001); purified TNAP, luminescent activation assay, no phosphate acceptor; higher activation fold means a stronger effect; activation fold at 20 µM, or EC50 in µM where a hit was titrated; 200,000 compounds, 0.03% hits; in the data active means activation fold from about 3, or a potency from the dose series; inactive means the rest, 99 in 100 with activation fold below about 1.6; further: many of its hits are not listed in these tables
KOR beta-arrestin-2 = KOR agonists, beta-arrestin recruitment, primary screen, cell-based, luminescence, uHTS (AID 1777); KOR beta-arrestin recruitment, luminescence; higher % means a stronger effect; activation, % at 10 µM; hits with a dose series show EC50 in µM; 280,000 compounds, 0.02% hits; in the data active means activation above about 50%, passing the limit was not always enough; further: a part of the inactive calls stands beside numbers as strong as those of hits
NOD1 inhibition = NOD1 signaling inhibitors, primary screen, cell-based, luminescence, uHTS (AID 1578); NOD1-driven NF-kB luciferase reporter cells, luminescence; higher % means a stronger effect; 290,000 compounds, 1% hits; one-dose inhibition, % at 4 µM; EC50 in µM for titrated hits; in the data active means inhibition mostly above about 36%, no sharp cut-off; inactive means mostly below about 34%;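 further: HEK-293T reporter cells stimulated with the NOD1 agonist gamma-tri-DAP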
NTR1 agonist cell count 20 µM = further read-out of NTR1 agonist, marked with its call; cell count; measured here: cell count, cytotoxicity flag
* hit, by the source's call; i = inactive; nt = no result given; & = joins results of further samples; [ ] = another dose, or the depositor's remark. Unless noted, no stated cut-off is given here; in the data, active means inhibition above about 50%; inactive means the rest. Some of the compounds tested. The share of hits here may be higher or lower than overall.

item | Structure | KOR beta-arrestin-2 | Yfh1-depleted yeast | KOR beta-arrestin-1 | NTR1 agonist | NOD2 inhibition | CSM14.1 death rescue | NTR1 agonist cell count 20 µM | NOD1 inhibition | TNAP activators | GPR55 activation
1 | CC(C)n1c(NCc2cccs2)nc2ccccc21 | 3.4% | i | -1% | 0.8 | -1% | -2.4% | 50 | -22% | 1.1 | -0.2%
2 | Cc1cccc(NC(=S)Nc2ccc(Oc3ccccc3)cc2)n1 | 1.6% | i | 3% | 22 | 6% | -0.4% | 42 | 44% | 1 | -0.1%
3 | CC(NC(=O)c1cccc(Cl)c1)C1CC2CCC1C2 (stereo not drawn) | 4.2% | nt | -10% | 1.5 | -29% | nt | 42 | -15% | nt | 0.3%
4 | CC(=O)c1sc(Nc2ccccn2)nc1C | nt | i | -35% | 0.0 | -33% | 0.2% | 49 | -55% | 1.1 | -0.3%
5 | CC(C)(Oc1ccc(Cl)cc1)C(=O)NCCN1C(=O)S/C(=C/c2cccnc2)C1=O | -0.4% | i | -21% | 6.7 | 7% | -0.9% | 52 | -13% | 1 | 0.1%
6 | CN1C2C=C(N(CCc3c[nH]c4ccccc34)C(=O)c3ccc(Cl)cc3)CC1CC2 (stereo not drawn) | 3.5% | i | -17% | -1.7 | 9% | -3.1% | 89 | -1% | 1.1 | 0.5%
7 | O=C(c1cc(COc2ccc(F)cc2Cl)on1)N1CCCC(c2ccccc2)C1 (stereo not drawn) | nt | i | 13% | 4.7 | 6% | 2.8% | 32 | -12% | 1.1 | -0.2%
8 | Cc1ccc(NC(=O)COc2ccc(/C=C3/NC(=O)NC3=O)cc2)cc1 | 2.2% | nt | -23% | 0.5 | 20% | nt | 88 | -1% | nt | 0.4%
9 | Cc1cccc(OCC(=O)NCCCNC(=O)c2ccc(C)nc2)c1 | -6.6% | nt | 2% | -1.0 | 2% | nt | 35 | -3% | nt | 0.2%
10 | Cn1nccc1C(=O)N1CCCC(C(=O)c2ccc(Oc3ccccc3)cc2)C1 (stereo not drawn) | -3.3% | nt | -42% | 1.9 | 33% | nt | 64 | 0% | nt | -0.1%
11 | Cc1ccc(O)c(C(=O)/C=C/c2ccc3c(c2)OCCCO3)c1 | 10% | i | -58% | 18 | -86% | -4.6% | 49 | 55% | 1 | 22%
12 | COc1cc(C)c(Cl)cc1S(=O)(=O)NCc1ccco1 | -0.9% | i | -8% | 0.8 | 8% | 0.9% | 54 | -20% | 1.1 | 0.2%
13 | O=C(CSc1nc2ccccc2c(=O)n1-c1ccc(F)cc1F)Nc1ccc2c(c1)CCC2 | -3.6% | i | 3% | -0.4 | 6% | 11% | 73 | 26% | 1.2 | -0.4%
14 | N#Cc1ccccc1CSCCNC(=O)Cc1c(F)cccc1Cl | 1.9% | nt | 1% | 0.0 | -16% | nt | 46 | -36% | nt | -0.1%
15 | CCOC(=O)N1CCN(C(=O)c2ccc(N(Cc3ccccc3Cl)S(C)(=O)=O)cc2)CC1 | 2.0% | nt | -13% | -0.9 | -16% | nt | 97 | -10% | nt | -0.1%
16 | COc1ccc(OC)c(N(CC(=O)Nc2ccccc2C(=O)NCc2ccco2)S(C)(=O)=O)c1 | 0.5% | i | -36% | -2.1 | -8% | -2.9% | 54 | -15% | 1.1 | 0.0%
17 | C[N+](C)(C)CC(=O)N/N=C/c1c2ccccc2cc2ccccc12 | 1.9% | nt | 1% | -0.2 | 0% | nt | 58 | -9% | nt | -0.2%
18 | COc1ccc(OCC(=O)Nc2ccc3c(c2)OCO3)cc1 | 0.6% | nt | 13% | 1.1 | -22% | nt | 48 | -36% | nt | 0.0%
19 | NC1CCCCC1N=Cc1c(O)n(CCc2ccc(F)cc2)c(=O)[nH]c1=O (stereo not drawn) | 2.2% | i | -8% | nt | -6% | -0.4% | nt | 2% | 1.1 | 0.7%
20 | CCOC(=O)c1cc2c3ccccc3n(CC)c2nc1N | 5.1% | nt | -14% | 1.4 | -7% | -1.9% | 53 | 32% | 1 | -0.2%
21 | O=C(O)c1cc2cc(OCc3ccccc3)ccc2[nH]1 | -0.1% | i | -17% | -0.4 | -27% | -2.5% | 47 | -9% | 0.9 | -0.1%
22 | CC(C)(C)c1ccc2c(c1)N(CC(=O)O)C(=O)CO2 | -5.6% | i | 2% | -0.4 | 8% | -1.4% | 86 | 3% | 1.1 | 0.0%
23 | COc1ccc(CCNc2nc(N3CCOCC3)nc(N3CCOCC3)n2)cc1OC | -5.1% | i | 16% | -0.7 | -8% | 0.3% | 87 | -25% | 1 | 0.2%
24 | Cn1c(=O)c2c(nc(NN=C3CCCCC3)n2C)n(C)c1=O | -5.0% | i | -10% | 0.2 | 2% | -0.3% | 57 | 10% | 1 | 0.1%
25 | CCCC(=O)Nc1cccc(-c2nc3ccccc3c(=O)o2)c1 | nt | i | -38%[20 µM] | 1.7 | 3% | 0.3% | 84 | -33% | 1.1 | -0.1%
26 | Cc1noc(C)c1COc1ccc(CC(=O)NC2CCCCCC2)cc1 | -1.9% | i | 14% | 0.3 | -2% | -8.3% | 37 | -7% | 1.2 | -0.4%
27 | COc1ccc(/C=C/c2nc(N)nc(-c3ccccc3O)n2)cc1 | 6.3% | i | 12% | 11 | -4% | 0.6% | 55 | -16% | 1 | 0.2%
28 | CCN(CC)S(=O)(=O)c1ccc2c(c1)c(=O)c(C(=O)NCCN(C)CCc1ccccc1)cn2C | -1.7% | i | 8% | -0.2 | 19% | 0.3% | 64 | -27% | 0.9 | -0.4%
29 | COc1ccc(C(=O)C2CCCN(C(=O)c3ccnn3C)C2)cc1OC (stereo not drawn) | -4.0% | nt | -14% | -1.5 | 20% | nt | 46 | -15% | nt | -0.1%
30 | Cc1ccc(-c2n[nH]c(=S)n2Cc2ccccc2)cc1 | -6.1% | i | -1% | 2.4 | 22% | -0.6% | 74 | -4% | 0.9 | -0.2%
31 | COCCNC(=O)Cn1c(=O)n(CCC(=O)NCCc2ccccc2)c(=O)c2ccccc21 | 3.0% | i | -52% | 3.7 | 7% | -1.3% | 70 | 59% | 1 | -0.2%
32 | O=c1cc(-c2ccccc2Cl)oc2c(NS(=O)(=O)c3ccccc3OC(F)(F)F)ccc(O)c12 | 2.3% | i | -12% | 18 | 0% | nt | 103 | -6% | nt | 0.0%
33 | CCS(=O)(=O)n1nc(-c2ccc(OC)cc2)nc1N | nt | i | 35%[20 µM] | -1.1 | -17% | 0.4% | 53 | -36% | 0.9 | -0.1%
34 | COC(=O)c1sc2nc(N)c(C#N)cc2c1N | 7.0% | i | 6% | 2.7 | 0% | -1.8% | 61 | -18% | 1.1 | 0.2%
35 | NC(=O)C1=C[C@H](c2coc3ccccc3c2=O)C[C@H](OCc2ccc(CO)cc2)O1 | -1.0% | nt | 0% | 0.3 | -2% | 4.7% | 56 | -11% | 1.1 | 0.9%
36 | COc1ccc(NC(=O)CCSc2nnnn2C)cc1 | 2.2% | i | -36% | -0.7 | -6% | -0.5% | 49 | -5% | 1.1 | -0.5%
37 | O=C(COc1ccc(Cl)c(Cl)c1)NN1C(=O)C2C(C1=O)C1C=CC2C12CC2 (stereo not drawn) | -0.7% | i | 20% | 0.6 | 13% | 0.5% | 85 | -21% | 1.1 | -0.1%
38 | Cc1ccc(C(=O)C(C)OC(=O)Cn2c(C)csc2=O)cc1 (stereo not drawn) | -3.2% | nt | 25% | -1.1 | 2% | nt | 58 | -15% | nt | -0.1%
39 | COc1ccc(/C(C)=N/Nc2nncc3ccccc23)cc1 | -0.7% | nt | 4% | 0.3 | -71% | nt | 53 | -3% | nt | -0.1%
40 | COc1ccc(/C=C2/SC(=S)N(NS(=O)(=O)c3ccccc3)C2=O)cc1 | -1.9% | nt | -33% | 0.8 | -20% | nt | 44 | -32% | nt | -0.2%
41 | Cc1cc(C)cc(NC(=O)c2cc(C)nc3ccccc23)c1 | 3.6% | nt | -10% | 1.1 | 2% | nt | 56 | 1% | nt | -0.1%
42 | O=C1Nc2ccccc2C1Cc1ccccc1 (stereo not drawn) | -2.5% | i | 10% | 1.7 | -3% | nt | 41 | -8% | nt | -0.3%
43 | C/C=C/C(=O)Nc1cccc(C2=NOC3(C2)C[C@@H](C(N)=O)N(C(=O)c2cc([N+](=O)[O-])cc([N+](=O)[O-])c2C)C3)c1 (stereo partly drawn) | 1.5% | i | 23% | 0.6 | 2% | nt | 85 | 11% | nt | -0.1%
44 | CCOC(=O)/C(C#N)=C/c1ccc(OCC(=O)Nc2ccc(C)c(C)c2)c(OC)c1 | 6.9% | i | 30% | 2.2 | 31% | -2.4% | 79 | -4% | 1.2 | 0.2%
45 | CCOC(=O)c1c(C)nc2c(c1-c1cc(OC)ccc1OC)C(=O)CC(C)(C)C2 | -0.6% | i | -1% | 1.2 | -2% | nt | 54 | -1% | nt | -0.3%
46 | O=C1CCCC(O)=C1N=Nc1ccc(C(=O)O)cc1 | -3.5% | i | 11% | -0.7 | 18% | nt | 57 | 4% | nt | 0.2%
47 | O=C(CSc1ccccc1C(=O)O)NC1CCCCCC1 | -4.8% | i | 45% | -0.6 | 0% | nt | 55 | -4% | nt | -0.1%
48 | COc1ccc(C(=O)Nc2cc(C)on2)cc1OC | 5.4% | nt | -47%[20 µM] | 0.3 | -15% | nt | 48 | -14% | nt | 0.3%
49 | COc1cc(CN2CCN(Cc3ccc(C)cc3)C(CCO)C2)ccc1O (stereo not drawn) | nt | i | -24%[20 µM] | 0.4 | 18% | -0.2% | 28 | -36% | 1.1 | 0.2%
50 | CCCC(=O)n1nc(-c2cccnc2)nc1N | 3.8% | i | -10% | 0.3 | -1% | -0.9% | 78 | 1% | 1 | 0.0%

More entries follow:
item | Structure | KOR beta-arrestin-2 | Yfh1-depleted yeast | KOR beta-arrestin-1 | NTR1 agonist | NOD2 inhibition | CSM14.1 death rescue | NTR1 agonist cell count 20 µM | NOD1 inhibition | TNAP activators | GPR55 activation
51 | CN(C)C(=O)C[n+]1ccc(C(N)=O)cc1 | 1.0% | i | -3% | -0.7 | 9% | nt | 51 | -6% | nt | -0.2%
52 | CCOc1ccc(C(=O)N(Cc2ccccc2)c2cccc(C)c2)cc1OC | 0.7% | nt | -2% | 4.9 | 32% | nt | 56 | -8% | nt | 0.0%
53 | NCCCS(=O)(=O)O | 4.2% | i | -4% | -0.8&2.8 | 9% | -1.0% | 52&63 | -36% | 1 | -0.1%
54 | O=S(=O)(NC(=S)NC1CCCCC1)c1cccs1 | -8.5% | i | 1% | 1.5 | 2% | 0.8% | 36 | -23% | 1.1 | -0.1%
55 | CCOC(=O)C(C)Sc1ccc2nnc(CCNS(=O)(=O)c3ccc(C)cc3)n2n1 (stereo not drawn) | 0.8% | i | 0% | 1.2 | 13% | -10% | 52 | -24% | 1.2 | 0.1%
56 | COc1ccc(CCNS(=O)(=O)c2ccccc2)cc1OC | 1.5% | i | 2% | -1.2 | -4% | -0.6% | 57 | -25% | 1.1 | -0.2%
